Assay outcomes deposited in PubChem BioAssay by several laboratories.
KCNQ2 block: KCNQ2 potassium channel inhibitors, primary screen, cell-based, CHO-K1, FluxOR thallium flux, B-score (AID 2156). actives 1.1% (n = 310,000). 20 min; stronger effect = lower value. B-score at 10 µM;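 active means fluorescence ratio B-score at most minus 3 library SDs, with starting brightness B-score within 2 library SDs, cut at about -5.5 in these data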
Kir21 block: inhibitors of mouse Kir2.1 inward-rectifier potassium channel | Inward rectifier potassium channel 2 (Mus musculus), P35561 | HEK293-Kir2.1, FluxOR thallium flux fluorescence; stronger effect = lower value | B-score at 10 µM | actives 0.85% (n = 310,000) | AID 1672, 2009;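 active means fluorescence ratio B-score at or below minus 3 SD of library scores, with starting-brightness B-score within 2 SD, cut at about -4.2 in these data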;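 further: channel flux triggered by added potassium and thallium sulfate stimulus; B-score of peak minus minimum fluorescence over baseline after thallium stimulus; more negative B-score means stronger Kir2.1 block with less thallium influx; some compounds called inactive have numbers as strong as hits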
STK33 kinase inh: inhibitors of purified STK33 kinase, primary screen, biochemical, ADP-Glo luminescence, homogeneous, cell-free; Serine/threonine-protein kinase 33 (Homo sapiens), Q9BYT3; MBP phosphorylation; inhibition, % at 10 µM; actives 0.073% (n = 320,000); AID 2661, 2010;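 active means inhibition at or above 25%, using the most active replicate where run in duplicate; inactive means inhibition below 25%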
Target sequence (Q9BYT3 whole entry, looked up): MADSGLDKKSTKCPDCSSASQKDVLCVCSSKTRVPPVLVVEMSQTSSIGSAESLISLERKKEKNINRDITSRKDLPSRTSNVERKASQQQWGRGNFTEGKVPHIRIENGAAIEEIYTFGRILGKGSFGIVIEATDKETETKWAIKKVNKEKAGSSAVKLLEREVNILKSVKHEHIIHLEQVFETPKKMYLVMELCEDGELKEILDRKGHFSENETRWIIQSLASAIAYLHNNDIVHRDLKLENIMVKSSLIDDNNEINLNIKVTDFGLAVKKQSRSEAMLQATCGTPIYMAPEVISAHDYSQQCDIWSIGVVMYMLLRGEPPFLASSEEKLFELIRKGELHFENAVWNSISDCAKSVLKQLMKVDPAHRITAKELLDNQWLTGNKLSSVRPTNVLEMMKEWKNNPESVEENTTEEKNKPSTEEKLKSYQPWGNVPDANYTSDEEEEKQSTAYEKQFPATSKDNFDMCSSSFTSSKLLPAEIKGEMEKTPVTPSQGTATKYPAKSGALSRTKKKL
The depositor's hits bear a star; i = inactive; nt = not tested or not shown.

1: CCOc1ccc(CN(CCC#N)C(=S)NC(=O)c2ccccc2)cc1
2: COc1ccc(-n2nc3c(c2NC(=O)COc2ccccc2)CS(=O)C3)cc1 (stereo not given)
3: Cc1cc(C(=O)Nc2ccc(Br)cc2)c2ccccc2n1
4: O=C(CSc1nccn(-c2ccc(Br)cc2)c1=O)NCc1ccccc1
5: CCCC(=O)Nc1ccc(Cl)c(NC(=O)CC)c1
6: Cc1nn(CC(=O)O)c(C)c1NC(=O)c1cccs1
7: Cc1nn(Cc2cccc(F)c2)c(C)c1NC(=O)c1ccc(COc2ccccc2Cl)cc1
8: NNC(=O)Cn1nc2n(c1=O)-c1ccccc1SC2
assay / compound | 1 | 2 | 3 | 4 | 5 | 6 | 7 | 8
KCNQ2 block | i | i | i | i | i | i | i | i
Kir21 block | 0.58 | 0.08 | -0.56 | 2.48 | -0.9 | 1.73 | -0.59 | 0.44
STK33 kinase inh | -1.1 | -0.9 | -1.5 | nt | -0.9 | nt | 2.0 | -0.9

9: COc1ccc(-n2c(SCC(=O)O)nc3sc4c(c3c2=O)CCC4)cc1
10: O=C(CSC(=S)N1CCCC1)NCC(=O)Nc1ccc(F)c(F)c1
11: O=C(NNc1c(F)c(F)cc(F)c1F)c1cc2ccccc2oc1=O
12: CCN(CC)C(C)C(=O)NCC1(c2ccccc2)CCOCC1 (stereo not given)
13: O=C(Nc1ccc(-c2cn3ccccc3n2)cc1)c1ccc(Cl)cc1
14: CC(=O)NC1C(O)OC(CO)C(O)C1O (stereo not given)
15: CNC(=S)N1N=C(c2ccccc2)CC1c1ccc(Br)cc1 (stereo not given)
16: CC(=O)NC1CC2CCCC(C1)N2S(=O)(=O)c1cccc(F)c1 (stereo not given)
assay / compound | 9 | 10 | 11 | 12 | 13 | 14 | 15 | 16
KCNQ2 block | i | i | i | i | i | i | i | i
Kir21 block | -2.03 | 2.24 | -1.85 | -1.2 | -0.78 | -0.07 | 0.63 | -1.41
STK33 kinase inh | -0.2 | -0.4 | -0.5 | -0.6 | -0.4 | -1.4 | -0.1 | -1.5

Next part; it opens with the four that closed the last part.
13: O=C(Nc1ccc(-c2cn3ccccc3n2)cc1)c1ccc(Cl)cc1
14: CC(=O)NC1C(O)OC(CO)C(O)C1O (stereo not given)
15: CNC(=S)N1N=C(c2ccccc2)CC1c1ccc(Br)cc1 (stereo not given)
16: CC(=O)NC1CC2CCCC(C1)N2S(=O)(=O)c1cccc(F)c1 (stereo not given)
17: CSc1ccc(Cl)c(C(=O)N(C)CC(=O)Nc2ccc(N3CCOCC3)cc2)c1
18: Cc1cc(C)c2ccc(C(=O)O)nc2c1O
19: CN(Cc1ccccc1)S(=O)(=O)c1ccc(OCC(=O)NCc2ccccn2)cc1
20: O=C(NC1CCCCC1)C(c1cccnc1)N(C(=O)c1ccc(Cl)nc1)C1CCCCC1 (stereo not given)
21: O=c1[nH]n2c(=O)c3c([nH]c2c1N=Nc1cccc(Cl)c1)CCC3
22: Cc1csc(SCC(=O)Nc2nncs2)n1
23: Nc1ccc2nc(-c3cccc(-c4nc5ccc(N)cc5[nH]4)c3)[nH]c2c1
24: COc1cccc(Nc2nc3ccc(C(=O)c4ccccc4)cc3n3cnnc23)c1
assay / compound | 13 | 14 | 15 | 16 | 17 | 18 | 19 | 20 | 21 | 22 | 23 | 24
KCNQ2 block | i | i | i | i | i | i | i | i | i | i | i | i
Kir21 block | -0.78 | -0.07 | 0.63 | -1.41 | -0.18 | -1.77 | -2.99 | 1.12 | 0.74 | 0.06 | -0.17 | -0.62
STK33 kinase inh | -0.4 | -1.4 | -0.1 | -1.5 | 0.4 | 2.7 | -0.7 | 2.0 | 1.0 | -0.3 | 0.0 | -0.2

25: COc1ccc(C(=O)NC2CCN(CC(=O)NCc3ccccc3F)CC2)cc1
26: CCN(c1ccccc1)S(=O)(=O)c1ccc(OC)c(NC(=O)CNCC(C)O)c1 (stereo not given)
27: Cc1ccc(NC(=O)Cn2c(=O)oc3ccccc32)cc1
28: Cc1noc(C)c1C(=O)N1CCN(Cc2ccc3c(c2)OCO3)CC1
29: O=C(CCc1ccccc1)NNC(=O)c1ccccn1
30: CC1Nc2nc(NC(=O)C(C)(C)C)[nH]c(=O)c2N(C)C1C (stereo not given)
31: Cc1nc2ccc(Br)cc2c(-c2ccccc2)c1C(=O)O
32: COc1ccc(/C=C2\SC(=S)N(CCCC(=O)N3CCOCC3)C2=O)cc1
assay / compound | 25 | 26 | 27 | 28 | 29 | 30 | 31 | 32
KCNQ2 block | i | i | i | i | i | i | i | i
Kir21 block | 0.44 | 1.12 | -0.01 | 0 | 0.27 | -1.51 | -1.44 | -1.12
STK33 kinase inh | -1.2 | -2.3 | 0.3 | 0.1 | -0.2 | -1.8 | 0.0 | -1.5

An excerpt from above with just Kir21 block.
| nr | Compound | Kir21 block |
| --- | --- | --- |
| 24 | COc1cccc(Nc2nc3ccc(C(=O)c4ccccc4)cc3n3cnnc23)c1 | -0.62 |
| 25 | COc1ccc(C(=O)NC2CCN(CC(=O)NCc3ccccc3F)CC2)cc1 | 0.44 |
| 26 | CCN(c1ccccc1)S(=O)(=O)c1ccc(OC)c(NC(=O)CNCC(C)O)c1 (stereo not given) | 1.12 |

Next section:
33: Cc1ccc(S(=O)(=O)NCCC(=O)Nc2cccc(S(N)(=O)=O)c2)cc1C
34: COc1ccc(N=C2NN=C(c3ccc4c(c3)OCCO4)CS2)cc1
35: COc1ccc(C(=O)NNC(=O)C2CCN(S(=O)(=O)c3ccc(C)cc3)CC2)cc1
36: COc1cccc(/C=C/C(=O)NNC(=O)c2cc(C)oc2C)c1
37: CC1CCCCN1Cc1ccc(-c2nn[nH]n2)cc1 (stereo not given)
38: CC(=O)N1c2ccc(S(=O)(=O)N3CCC(C(=O)N4CCN(c5ccccc5F)CC4)CC3)cc2CC1C (stereo not given)
39: Cc1ccc(S(=O)(=O)CCC(=O)OCC(=O)c2ccc(C)c(C)c2)cc1
40: CN(C)CCN(Cc1ccccc1)C(=O)[C@H](Cc1ccccc1)N1C(=O)c2ccccc2C1=O
assay / compound | 33 | 34 | 35 | 36 | 37 | 38 | 39 | 40
KCNQ2 block | i | i | i | i | i | i | i | i
Kir21 block | 0.47 | 0.05 | -1.52 | -0.46 | -1.43 | 1 | 0.01 | -6.05*
STK33 kinase inh | 0.2 | 0.7 | -0.9 | -0.3 | -0.1 | -2.1 | -1.0 | 0.3

41: FC(F)(F)c1cc(-c2ccco2)nc(-n2nnc3ccccc32)n1
42: CCCOc1ccccc1NS(=O)(=O)c1ccc2[nH]c(=O)[nH]c2c1
43: Cc1cc(C)cc(NC(=O)CCC(=O)Nc2nnc(C(F)(F)F)s2)c1
44: CCn1c(COC(=O)CNC(=O)c2ccccc2)nc2cc(S(=O)(=O)N(C)C)ccc21
45: O=C(COC(=O)c1cc(S(=O)(=O)N2CCOCC2)ccc1O)NCCc1ccccc1
46: CN1CCN(c2ccccc2NC(=O)c2ccc(-c3ccccc3)cc2)CC1
47: COc1cc([N+](=O)[O-])ccc1NC(=O)Oc1ccc(NC(C)=O)cc1
48: COc1ccc(-c2nnc(SCc3ncc(-c4ccccc4)o3)o2)cc1
assay / compound | 41 | 42 | 43 | 44 | 45 | 46 | 47 | 48
KCNQ2 block | i | i | i | i | i | i | i | i
Kir21 block | 0.49 | -1.92 | 1.51 | -0.4 | -0.38 | -1.76 | -1.02 | -0.83
STK33 kinase inh | -1.1 | -0.3 | -0.8 | -2.7 | -2.2 | 1.6 | -0.5 | -1.8

49: Cc1noc(C)c1COC(=O)C(c1ccccc1)c1ccccc1
50: Cc1ccc(N2C(=O)NC(NC(=O)C(C)(C)C)(C(F)(F)F)C2=O)cc1 (stereo not given)
51: O=C(CSc1ccc(-c2cccc([N+](=O)[O-])c2)nn1)N1CCCCCC1
52: COc1ccc(C2Nc3ccccc3C(=O)N2Cc2ccccc2)cc1Cn1nnc2ccccc21 (stereo not given)
53: CCN1C(=O)[C@H]2[C@@H](c3ccc(-c4ccccc4)cc3)N[C@@](CC(C)C)(C(=O)OC)[C@H]2C1=O
54: O=C(c1cnccn1)N1CCc2ccccc2C1
55: CCN(Cc1ccccc1)C(=O)CSc1ccccc1C(=O)O
56: Cc1ccc(NC(=S)N(Cc2cccc(Br)c2)CC2CCC(C(=O)O)CC2)cc1 (stereo not given)
57: Nc1cc(C(=O)OCC(=O)NCc2ccc(F)cc2)ccc1Cl
assay / compound | 49 | 50 | 51 | 52 | 53 | 54 | 55 | 56 | 57
KCNQ2 block | i | i | i | i | i | i | i | i | i
Kir21 block | -1.89 | -1.28 | -0.29 | 0.85 | -1.83 | 0.22 | -0.39 | 0.86 | 2.2
STK33 kinase inh | 1.3 | -3.7 | -0.2 | 0.5 | 0.0 | -1.1 | -0.7 | -0.8 | -0.8

Filtered by structure, those above containing a tert-butyl group.
30: CC1Nc2nc(NC(=O)C(C)(C)C)[nH]c(=O)c2N(C)C1C (stereo not given)
50: Cc1ccc(N2C(=O)NC(NC(=O)C(C)(C)C)(C(F)(F)F)C2=O)cc1 (stereo not given)
assay / compound | 30 | 50
KCNQ2 block | i | i
Kir21 block | -1.51 | -1.28
STK33 kinase inh | -1.8 | -3.7
